Assay outcomes: PubChem, National Center for Advancing Translational Sciences (NCATS)
HT1080NT lethal: kills 2HG-producing HT-1080-NT fibrosarcoma cells | HT-1080-NT fibrosarcoma viability, CellTiter-Glo ATP luminescence, 48 h | Potency, µM (titrated, usually from 46.1 µM), for inactives: at the top dose activity, negative = less viability, usual class: cytotoxic | 360,000 compounds, 1.6% hits;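 further: NT is the 2HG producing partner of a matched IDH1 knockdown line; potency means the concentration at half of the fitted maximal effect; 0% = DMSO-treated cells and -100% = media-only wells without cells; nearly all actives have a fitted effect of over 55% in size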
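750 cells/well, RPMI + 5% FBS; 2 h settle, compound pin-transfer, 48 h at 37 degrees C. CellTiter-Glo 10 min RT, luminescence. Normalized to DMSO and media-only wells.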
IL-1B inflam inh: blocks inflammasome-driven IL-1 beta release; THP-1 LPS/ATP IL-1B secretion, AlphaLISA, 16 h; hits give low values; AID 743279; activity change, % at 57.5 µM; 360,000 compounds, 4.7% hits; in the data active means activity change below about -50%; inconclusive means mostly about -30% to -49%; further: on the % scale 0 is the no-effect control and ±100 the full control effect
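THP-1 cells pretreated 1 hr with compounds (up to 57.5 uM final), then stimulated with LPS (250 ng/mL final) plus ATP (1.25 mM final); secreted IL-1B measured by AlphaLISA after 16 hr, decreased signal indicating inhibition.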
HT1080 IDH1KD tx: HT-1080 IDH1 knockdown cell toxicity (counter line); Potency, µM (top dose mostly 46.1 µM), inactives show at the top dose activity, negative = toxicity, hits mostly cytotoxic; HT-1080 IDH1 knockdown viability, ATP luminescence, 48 h; 360,000 compounds, 2% hits;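 further: potency means the concentration at half of the fitted maximal effect; 0% = DMSO wells and -100% = cell-free medium wells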
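After a 2 h attachment period, IDH1KD HT-1080 cells took pin-transferred compound for 48 h at 37 °C; ATP-based luminescence after 10 min room-temperature reagent incubation reported viability.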
MCF10A rereplic: DNA re-replication induction in MCF 10a cells. MCF 10A DNA re-replication, Hoechst nuclear intensity, 48 h. Potency, µM (doses to about 46.1 µM), for inactives: top-dose activity, positive = re-replication, hits mostly activators. 350,000 compounds, 2.9% hits; further: potency means the concentration at half of the fitted maximal effect; % of control where 0% means no effect; nearly all actives have a fitted effect of over 50% in size
DRD3 agonist: activates the human D3 dopamine receptor. P35462. D3R DiscoveRx beta-arrestin cells, luminescence, 90 min. max activation, %. 410,000 compounds, 0.58% hits; in the data active means max activation above about 30%; further: 0% is about no effect; mostly tested at two doses, the higher about 12 µM
Target sequence (P35462 whole entry, looked up): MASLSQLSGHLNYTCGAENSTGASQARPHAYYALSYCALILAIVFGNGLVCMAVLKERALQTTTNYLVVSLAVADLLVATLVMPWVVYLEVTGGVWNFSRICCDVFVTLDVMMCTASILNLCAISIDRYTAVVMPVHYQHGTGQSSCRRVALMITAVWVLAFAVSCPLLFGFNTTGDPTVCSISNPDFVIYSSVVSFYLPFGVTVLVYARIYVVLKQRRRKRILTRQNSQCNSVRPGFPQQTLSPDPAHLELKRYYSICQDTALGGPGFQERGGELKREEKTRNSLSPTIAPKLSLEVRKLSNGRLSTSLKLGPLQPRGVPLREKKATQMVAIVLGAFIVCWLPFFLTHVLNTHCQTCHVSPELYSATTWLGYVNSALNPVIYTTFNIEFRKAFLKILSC
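Cells at 1500/well, incubated overnight, then treated with pinned compounds (dopamine as control) for 90 min at 37 degrees C. DiscoveRx reagent added for 30 - 60 minutes at room temperature; luminescence read.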
SW480 rereplic: DNA re-replication induction in SW480 cells | SW480 DNA re-replication, Hoechst DNA content imaging, 48 h | Potency, µM (top dose mostly 46.1 µM), for inactives: top-dose re-replication activation, actives largely listed as activators | 340,000 compounds, 1.8% hits | AID 624297; further: potency means the concentration at half of the fitted maximal effect; % of control where 0% means no effect; nearly all actives have a fitted effect of over 55% in size
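Per well, 250 cells were exposed to pinned compound for 48 hr. Nuclear DNA was visualised with Hoechst (40 min, 37 C) and total object intensity recorded by fluorescence scanning.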
HEK293 tox: cytotoxicity in counter-screen for GLP-1R inverse agonists | Potency, µM (highest dose often 38.3 µM), inactives show top-dose activity change, negative = inhibition, hits mostly inhibitors | 410,000 compounds, 0.13% hits | HEK293 cAMP-luciferase reporter cells, luminescence, 24 h | AID 624418;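 further: loss of luciferase light is scored as toxicity; potency means the concentration at half of the fitted maximal effect; on the % scale 0 is the no-effect control and ±100 the full control effect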
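Cells in DMEM/10% Nu serum/1% pen-strep, 1536-well format. Pre-incubated 12 h, dosed with 23 nL compound, incubated a further 24 h. Luciferase detection, 12 min at room temp, luminescence.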
KB-V1 cytotox: kills drug-selected multidrug resistant KB-V1 cells; KB-V1 MDR cells viability, CellTiter-Glo, 72 h; Potency, µM (titrated, usually from 46.1 µM), without a hit: at the top dose activity change, negative = cytotoxicity, actives largely listed as cytotoxic; 400,000 compounds, 3.4% hits; further: potency means the concentration at half of the fitted maximal effect; on the % scale 0 is the no-effect control and ±100 the full control effect; nearly all actives have a fitted effect of over 60% in size
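KB-V1 MDR subline cells in DMEM (phenol-red free, 10% FBS) exposed to compounds in qHTS concentration series for 72 h at 37 degrees C. Viability read by CellTiter-Glo luminescence; concentration-effect curves fitted after normalization and correction.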
KB-3-1 cytotox: KB-3-1 parental cell cytotoxicity; 400,000 compounds, 1.4% hits; Potency, µM (series often up to 46.1 µM), inactives show at the highest dose activity change, negative = cytotoxic, usual class: cytotoxic; AID 1347075; KB-3-1 viability, CellTiter-Glo ATP luminescence, 72 h; further: potency means the concentration at half of the fitted maximal effect; on the % scale 0 is the no-effect control and ±100 the full control effect; nearly all actives have a fitted effect of over 60% in size
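Luminescent ATP read-out (CellTiter-Glo) measures survival of drug-naive KB-3-1 cells after 72 h compound exposure at 37 °C. Titration series was screened from lowest to highest concentration, with DMSO vehicle plates as background controls.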
Starred values were filed as active, the others as inactive; ? = inconclusive; . = not tested or not shown; & = joins results of further samples; [ ] = remark or other dose. Unless noted, the call rests on the fitted dose curve; in most records, active means well fitted curve in the direction sought with a large enough effect; inconclusive means small, poorly fitted or top-dose-only effect, or another doubt; inactive means no such curve, though single readings can be large; an effect the other way counts as inactive or inconclusive. Random draw from the library; about 11% have a hit in one of these screens.

SMILES	HT1080NT lethal	IL-1B inflam inh	HT1080 IDH1KD tx	MCF10A rereplic	DRD3 agonist	SW480 rereplic	HEK293 tox	KB-V1 cytotox	KB-3-1 cytotox
O=C(Cc1ccccc1)N/N=C/c1ccccn1	-3%	-3	?	2%	5	-3%	?	-10%	-10%
O=C(NCc1ccc(F)cc1)C(c1cccnc1)N(C(=O)c1csnn1)c1ccccc1 (configuration not stated)	0%	11	-1%	-1%	-10	7%	-3%	-2%	-5%
O=C1NC(=Nc2cccc(Cl)c2)SC1Cc1cccc(Cl)c1Cl (configuration not stated)	-27%	-2	-5%	3%	-3	-2%	-3%	?	-15%
CCC1(CC)C(=O)C2=C3C1[C@H](C(=O)OC)C=C(C(=O)OC)C[C@H]3[C@H]1C(=O)N(Cc3ccccc3)C(=O)[C@H]1[C@H]2C (some centres not stated)	3%	14	3%	2%	-15	0%	7%	-5%	11%
COc1ccc(/C=N/NS(=O)(=O)c2ccccc2)cc1OC	-10%	7	-12%	0%	5	9%	-3%	-4%	-14%
COc1ccc(Cl)cc1S(=O)(=O)NCc1cccs1	2%	9	2%	1%	2	-4%	-7%	16%	2%
C=CC[C@@H](CC(=O)N[C@H](CO)Cc1ccccc1)C(=O)N[C@H](C)COC(=O)[C@@H](CC=C)CC(=O)OC(C)(C)C	1%	8	-1%	6%	0	-1%	10%	-11%	3%
COc1ccc(C(=O)NC2CCN(C(=O)NCc3ccccc3)CC2)cc1	15%	2	9%	21%	4	-15%	-8%	11%	-19%
COc1cccc(C(=O)NC(C)C(c2cccs2)N2CCOCC2)c1 (configuration not stated)	-1%	10	9%	10%	4	-8%	3%	0%	6%
CC(Sc1ccccn1)C(=O)NC1CCCC1 (configuration not stated)	3%	3	13%	?	9	-9%	-16%	0%	7%
Cc1sc2ncn(CC(=O)NCCCC(=O)N3CCCCC3)c(=O)c2c1C	-6%	23	-7%	-19%	-4	6%	-10%	-13%	26%
O=C1CCN(CCCc2ccccc2)CCN1[C@H](CO)Cc1ccccc1	2%	-3	-7%	7%	-22	-3%	11%	-5%	-21%
CCCOc1ccccc1C1NC(=O)NC(C)=C1C(=O)OCc1ccccc1 (configuration not stated)	?	-71*	?	-2%	7	0%	-7%	21µM*	-23%
Cc1ccc(NC(=O)CN(C)CCOc2ccccc2)c([N+](=O)[O-])c1	0%	-3	1%	?	-4	?	16%	-1%	12%
COc1ccc(/C(N)=N/OC(=O)c2ccc([N+](=O)[O-])c(C)c2)cc1OC	8%	-24	12%	-2%	0	-12%	-7%	9%	-1%
Nc1nc2c(F)cccc2s1	3%	28	13%	-2%	5	-5%	-10%	14%	3%
COc1ccc(S(=O)(=O)N2CCN(C(=O)C3COc4ccccc4O3)CC2)cc1 (configuration not stated)	4%[9.24 µM]	0	-2%	5%	0	-9%	0%	-11%	0%
COc1cc2cc(Oc3ccc4ccc(=O)oc4c3)c(=O)oc2cc1OC1OC(COC(=O)CC(C)(O)CC(=O)O)C(O)C(O)C1O (configuration not stated)	-2%	-4	1%	4%&11%	2	-19%&15%	-6%	-8%	0%
CC1=C(C(=O)N(C)C)CC(CC(=O)NCCc2ccccn2)C(=O)N1Cc1ccc(C(C)(C)C)cc1 (configuration not stated)	-8%	-6	1%	.	2	.	-28%	0%	0%
Cc1nnc(SCC(=O)c2c(N)n(C3CC3)c(=O)[nH]c2=O)n1C	-5%	5	1%	-5%	-9	-3%	2%	-10%	-4%
CCOCCCNS(=O)(=O)c1ccc(-n2cnnn2)c(OC)c1	-2%	-14	0%	?	11	4%	-8%	-24%	-2%
Cc1ccc(CN2CCC2(C)C(=O)NC2CCc3ccccc32)cc1 (configuration not stated)	-17%	1	-22%	.	4	.	-1%	-2%	0%
CC1=C(C(=O)Nc2cccnc2)C(c2cccc(Br)c2)n2nc(SCc3ccccc3)nc2N1 (configuration not stated)	.	.	.	.	8	.	-15%	28%	5%
Cc1ccc(C)c(Cn2c(-c3cccs3)nc3ccccc32)c1	.	.	.	.	1	.	3%	-25%	-30%
Cc1ccnc(NC(=O)CCC(=O)N(CC(=O)NCc2ccc(F)cc2)c2cccc(F)c2)c1	-6%	-26	-5%	-13%	-12	-5%	0%	-1%	-10%
CCCC(=O)Nc1nc2c(c(=O)[nH]1)CCCC2	12%	11	7%	-3%	-1	-2%	-13%	8%	3%
CCCCn1c(=O)[nH]c(=O)c2c1ncn2Cc1ccco1	23%	18	-6%	-1%	1	0%	-6%	?	22%
O=c1c2ccccc2n(CC(O)CN2CCCCC2)c2ccccc12 (configuration not stated)	-19%	.	-12%	21µM*	-3	7.3µM*	93%[activator]	?	8%
CCCCN(C)C(=O)c1ccc(Nc2nc(C(N)CCc3ccccc3)cs2)nc1 (configuration not stated)	18µM*	-11	23µM*	.	-10	.	-26%	3%	?
Cc1ccc(NC(=O)c2ccco2)cc1NC(=O)CSc1nnc(-c2cccs2)n1C	0%	?	0%	5%	-4	-9%	1%	-23%	4%

Among those listed so far, these have a tert-butyl group.
SMILES	HT1080NT lethal	IL-1B inflam inh	HT1080 IDH1KD tx	MCF10A rereplic	DRD3 agonist	SW480 rereplic	HEK293 tox	KB-V1 cytotox	KB-3-1 cytotox
C=CC[C@@H](CC(=O)N[C@H](CO)Cc1ccccc1)C(=O)N[C@H](C)COC(=O)[C@@H](CC=C)CC(=O)OC(C)(C)C	1%	8	-1%	6%	0	-1%	10%	-11%	3%
CC1=C(C(=O)N(C)C)CC(CC(=O)NCCc2ccccn2)C(=O)N1Cc1ccc(C(C)(C)C)cc1 (configuration not stated)	-8%	-6	1%	.	2	.	-28%	0%	0%

More results:
SMILES	HT1080NT lethal	IL-1B inflam inh	HT1080 IDH1KD tx	MCF10A rereplic	DRD3 agonist	SW480 rereplic	HEK293 tox	KB-V1 cytotox	KB-3-1 cytotox
O=C(COc1ccc(Br)cc1F)N1CCN(c2ncccn2)CC1	-4%	-8	-13%	13%	15	-6%	2%	-12%	-4%
CSc1cccc(N/C(=N/S(=O)(=O)c2ccccc2)NN)c1	-17%	16	-1%	7%	3	-14%	-8%	0%	13%
O=C(NC(=S)Nc1cccnc1Cl)c1ccco1	0%	-21	-7%	-3%	-3	-14%	25%	?	2%
C[C@@H]1CCCCO[C@H](CN(C)Cc2ccc(C(=O)O)cc2)[C@@H](C)CN([C@H](C)CO)C(=O)c2cc(NC(=O)CCC(F)(F)F)ccc2O1	2%	34	7%	.	-5	.	-10%	4%	?
Cc1ccccc1CNC(=O)C(=O)NCC(c1ccc2c(c1)OCO2)N1CCOCC1 (configuration not stated)	.	.	.	.	1	.	3%	-7%	-6%
Cc1ccc2oc(-c3ccc(Cl)c(NC(=O)c4ccc(-c5ccccc5[N+](=O)[O-])o4)c3)nc2c1	.	.	.	.	3	.	5%	15%	9%
C=CCOc1ccccc1CN1CCC(CO)(CCOc2ccccc2)CC1	-1%	?	?	-22%	-14	?	-12%	-12%	0%
Cc1cc(C(=O)Nc2c(C)nn(Cc3ccccc3Cl)c2C)no1	1%	42	-26%	3%	-8	-2%	10%	21µM*	-27%
Cc1nn(-c2ccccc2)c2c1C1(C(=O)N(C)c3ccccc31)N(c1ccccc1)C(=O)N2 (configuration not stated)	8%	20	14%	-28%	-3	?	5%	-3%	-3%
CCOC(=O)c1oc2c(C)c(O)ccc2c(=O)c1-c1nncn1-c1ccccc1	3%	-1	2%	2%	11	0%	2%	0%	3%
CCC(C)NC(=O)C1CCN(S(=O)(=O)c2ccc3[nH]c(=O)ccc3c2)CC1 (configuration not stated)	-6%	-19	-4%	-5%	0	0%	26%	-26%	11%
COC(=O)c1sc(-c2cccs2)cc1NC(=O)/C=C/C(=O)O	?	-92*	?	?	4	?	-1%	-5%	?
CC1CCN(c2nc3c(S(=O)(=O)c4cccc(Cl)c4)nnn3c3ccsc23)CC1	.	.	.	.	0	.	3%	-23%	-12%
O=C(CN1CCOCC1)Nc1ccccc1NC(=O)C1CCN(c2ncccn2)CC1	15%	10	5%	2%	8	-1%	10%	-20%	5%
Cc1ccc(-n2c(O)c(C=Nc3ccccc3-c3n[nH]c(=S)[nH]c3=O)c3ccccc3c2=O)c(C)c1	-4%	47	-13%	-8%	-6	3%	-21%	5%	-1%
CCCCn1c(SCC(=O)c2ccccc2)nc2sc3c(c2c1=O)CCCC3	.	.	.	.	-7	.	1%	0%	7%
CC(=O)c1ccc(NC(=O)Cn2nc(C(F)(F)F)c3c2CCCC3)cc1	.	.	.	.	5	.	-5%	0%	0%
OCCN1CCN(Cc2nc(-c3cccc(Cl)c3)no2)CC1	-1%	13	0%	?	-12	-1%	-3%	-4%	-2%
O=C(Nc1ccncc1)c1ccccc1F	-11%	?	-1%	3%	-4	-28%	10%	23%	8%
O=C(Cc1ccccc1)Nc1ccnn1C1CCN(Cc2nccs2)CC1	-6%	0	0%	22%	-12	-9%	-3%	-3%	-7%
COc1ccc(C2=NN(C(=O)c3ccccc3)C(c3ccc(OC)c(OC)c3)C2)cc1OC (configuration not stated)	0%	?	-6%	14%	-4	-6%	15%	15%	14%
CC(C)C[C@H]1CNC(=S)N1C[C@H]1CCCN1C[C@H](Cc1ccccc1)N1C[C@H](CC(C)C)N(CCc2ccccc2)C1=S	-3%	3	-2%	.	11	.	0%	-5%	-1%
O=C(CCCOc1ccccc1)Nc1ccc2c(c1)OCCO2	0%	3	-2%	0%	-7	-2%	21%	-11%	3%
O=C(Nc1cc(S(=O)(=O)N2CCCCC2)ccc1N1CCOCC1)c1ccc(F)cc1	-11%	-3	-8%	4%	0	?	-3%	?	9%
